HePTP inhibitor: human HePTP phosphatase inhibition | recombinant HePTP phosphatase activity, OD absorbance | inhibition, % at 20 µM | hit rate 0.64% among 110,000; in the data active = inhibition above about 50%;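 also: plate controls were vehicle for no effect and reference inhibitor for full effect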
BAP1 block: human BAP1 deubiquitinase inhibition | Q92560 | hit rate 0.48% among 72,000 | AID 436 | activity remaining (% of control), % at 20 µM | recombinant BAP1, Ub-AMC hydrolysis fluorescence kinetic; stronger effect = lower value;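 active = activity remaining at or below 50% of control, provided the compound also passes the data quality filters; inactive = the rest, including low values that fail the filters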;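 also: 100% = DMSO wells rate and 0% = substrate alone blank rate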
Starred values were filed as active, the others as inactive; . = no result given; & = joins results of further samples.

(1) CCCCN(C(=O)NC(=O)Nc1ccccc1OC)S(C)(=O)=O
(2) Cc1ccc(S(=O)(=O)N2CCN(S(=O)(=O)N3CCCCC3)CC2)cc1
(3) CCOC(=O)c1c(CNCCN(CC)CC)n(C)c2cc(Br)c(OC)cc12
(4) Cc1ccc(N(CC(=O)Nc2ccccc2Cl)S(=O)(=O)c2ccc(F)cc2)cc1
(5) Cc1cccc(OCC(=O)Nc2cccnc2)c1
(6) Cc1cc(Cl)cc(Cl)c1OCCNC(C)(C)C
entry no.,1,2,3,4,5,6
HePTP inhibitor,9.1,-5.4,6.8,5.6,4.3,-13.0
BAP1 block,87.9,73.1,146.7,.,.,.

(7) O=C(CCC(=O)N(CC(=O)NC1CCCCC1)Cc1ccco1)Nc1nccs1
(8) Cc1noc(NS(=O)(=O)c2ccc(NC(=O)CSc3nc4c(cc3C#N)CCC4)cc2)c1C
(9) CC(=O)Nc1cc2c(C)cc(=O)oc2cc1C
(10) O=C(c1ccc2c(=O)n(Cc3ccc4c(c3)OCO4)c(=S)[nH]c2c1)N1CCCCC1
(11) COCCn1c(SCC(=O)Nc2cc(C)cc(C)c2)nnc1C(C)C
(12) CCOC(=O)N1CCC(=C2c3ccc(Cl)cc3CCc3cccnc32)CC1
entry no.,7,8,9,10,11,12
HePTP inhibitor,-6.1,-2.3,-25.7,8.6,1.6,-7.4
BAP1 block,89.8,95.5,.,89.2,86.0,97.5&87.7

(13) COc1cccc(C2CC(=O)Nc3cc(OC)c(OC)c(OC)c32)c1OC (stereo not drawn)
(14) CCOC(=O)c1nnn(-c2nonc2-n2cccc2)c1C
(15) O=C(CSc1nccc2ccccc12)N1CCN(c2ccccn2)CC1
(16) CCN(CC(=O)Nc1ccc2c(c1)OCCO2)C(=O)c1cccc(S(=O)(=O)N2CCOCC2)c1
(17) CC1CC(c2ccccc2)n2nc(NC(=O)c3cccs3)nc2N1 (stereo not drawn)
(18) N#Cc1nc(Cc2cccc3ccccc23)oc1NCCN1CCCCC1
entry no.,13,14,15,16,17,18
HePTP inhibitor,8.9,3.5,5.8,.,5.7,-6.3
BAP1 block,111.8,142.4,103.6,99.0,101.3,96.0

(19) O=C(COC(=O)c1cccs1)NCc1ccco1
(20) COc1ccc(S(=O)(=O)Nc2ccc([N+](=O)[O-])cc2OC)cc1
(21) Cc1ccc(S(=O)(=O)Oc2ccccc2/C=C2\SC(=S)NC2=O)cc1
(22) O=C(c1noc2c1CCCC2)N1CCN(C(c2ccccc2)c2ccccc2)CC1
(23) Cc1ccc(S(=O)(=O)N2CCN(C(=O)c3cc(=O)[nH]c4ccccc34)CC2)c(C)c1
(24) COc1ccc(/C=C2\SC(=O)N(c3c(C)n(C)n(-c4ccccc4)c3=O)C2=O)cc1
entry no.,19,20,21,22,23,24
HePTP inhibitor,5.0,6.3,3.2,9.8,12.2,-0.6
BAP1 block,88.4,.,.,82.6,98.7,.

(25) COc1ccc(NC(=O)CNCCC2=CCCCC2)cc1
(26) COc1ccc(OCCn2c(NC(=O)c3ccco3)nc3ccccc32)cc1
(27) Cc1ccc(C(C)C)c(OCC(=O)N2CCN(c3ccc([N+](=O)[O-])cc3)CC2)c1
(28) O=C(NC1CC1)C1CCN(c2ccc(S(=O)(=O)N3CCOCC3)cc2Cl)CC1
(29) O=C(C1CCN(Cc2ccc(F)cc2)CC1)N(CCO)Cc1ccccc1
(30) Cc1ccc(-c2c(C#N)c(N)nc3c2CCCCCC3)o1
entry no.,25,26,27,28,29,30
HePTP inhibitor,5.8,6.4,10.2,8.2,7.9,-1.5&-5.4
BAP1 block,106.1,78.2,.,111.0,121.8,.

(31) Clc1ccc(C=NC23CN4CN(CN(C4)C2)C3)cc1
(32) CCC(=O)n1nc(-c2cccnc2)nc1NCc1ccc(OC)cc1
(33) CCOc1ccccc1C(=O)Nc1cccc(C)c1C
(34) CSc1ccc(Cl)c(C(=O)NCc2ccco2)c1
(35) CC(=O)N1CCN=C1SCc1ccccc1Cl
(36) CC1(C)Cc2c(c(=S)nc(-c3ccccc3)n2CCOCCO)CO1
entry no.,31,32,33,34,35,36
HePTP inhibitor,5.2,8.2,.,10.6&-20.4,-2.6,7.8
BAP1 block,105.2,66.2,161.2,108.2,95.5,.

Part of the list above, bar-delimited:
cpd | mol | HePTP inhibitor | BAP1 block
11 | COCCn1c(SCC(=O)Nc2cc(C)cc(C)c2)nnc1C(C)C | 1.6 | 86.0
12 | CCOC(=O)N1CCC(=C2c3ccc(Cl)cc3CCc3cccnc32)CC1 | -7.4 | 97.5&87.7
13 | COc1cccc(C2CC(=O)Nc3cc(OC)c(OC)c(OC)c32)c1OC (stereo not drawn) | 8.9 | 111.8
14 | CCOC(=O)c1nnn(-c2nonc2-n2cccc2)c1C | 3.5 | 142.4
15 | O=C(CSc1nccc2ccccc12)N1CCN(c2ccccn2)CC1 | 5.8 | 103.6
16 | CCN(CC(=O)Nc1ccc2c(c1)OCCO2)C(=O)c1cccc(S(=O)(=O)N2CCOCC2)c1 | . | 99.0

Additional compounds:
(37) CCn1c2ccccc2c2cc(/C=N/n3c(C)nnc3C)ccc21
(38) NC(=O)c1c(NC(=O)c2cc(Cl)ccc2[N+](=O)[O-])sc2c1CCCC2
(39) CC(=O)C(C(C)=O)c1cc(Nc2cccc(C)c2)c2c3c(onc13)-c1ccccc1C2=O
(40) CCc1ccccc1NCC(O)Cn1c2ccccc2c2ccccc21 (stereo not drawn)
(41) COc1ccc(NC(=O)c2cc([N+](=O)[O-])ccc2Cl)c(OC)c1
(42) COc1ccc(Cl)cc1C(=O)NC(c1ccccc1)c1ccccc1
entry no.,37,38,39,40,41,42
HePTP inhibitor,-9.3,-15.6,-15.1,6.6,-10.4,6.9
BAP1 block,.,.,.,.,.,.

(43) C=CCOc1ccc(/C=C2\SC(=S)N(CC(=O)O)C2=O)cc1OC
(44) CCOC(=O)N1CCN(CC(=O)Nc2cc(OCC)ccc2OCC)CC1
(45) CCOc1ccc(C(NC(=O)c2ccc(OC)cc2)c2ccc(OC)cc2)cc1 (stereo not drawn)
(46) CC(C(=O)N1CCOCC1)(c1ccccc1)c1ccccc1
(47) COC(=O)c1cccc(NC(=O)COc2cccc(C)c2C)c1
(48) O=C(O)C1CC=CCC1C(=O)NCCc1ccc(Cl)cc1 (stereo not drawn)
entry no.,43,44,45,46,47,48
HePTP inhibitor,6.5,7.0,6.9,13.8,-4.1,7.8
BAP1 block,.,.,.,71.7,.,.

(49) CCn1c(C)nc2c(Cl)c(O)ccc21
(50) COC(=O)c1cc(C(=O)NCc2ccc(OC)cc2)cc([N+](=O)[O-])c1
(51) c1ccc(Cc2nnc3sc(-c4ccco4)nn23)cc1
(52) COc1ccc(C(=O)N/C(=C\c2ccc(-c3cccc([N+](=O)[O-])c3)o2)C(=O)NC(C)C)cc1
(53) Cc1cccn(C(=O)c2ccc3c(c2)OCO3)c1=NC(=O)c1ccc2c(c1)OCO2
(54) CCc1ccc(C(=O)/C=C/c2ccc(-c3ccc([N+](=O)[O-])cc3)o2)cc1
entry no.,49,50,51,52,53,54
HePTP inhibitor,-7.1,0.5,7.7,4.8,5.9,6.6
BAP1 block,.,.,84.2,.,.,.

(55) CCCCOC(=O)Nc1nnc(-c2ccccc2OC)s1
(56) Cc1ccc2nsnc2c1NC(=O)c1cccc2ccccc12
(57) COc1cccc(OCC(O)CO)c1 (stereo not drawn)
(58) O=C(Nc1cc(Cl)cc(Cl)c1)c1cc2ccccc2o1
(59) Cc1ccc(NC(=O)Cc2nnc(NC(=O)Nc3ccc(Cl)cc3)s2)cc1
(60) CN(CC(=O)NC1CCCCC1)S(=O)(=O)c1ccc(Br)s1
entry no.,55,56,57,58,59,60
HePTP inhibitor,5.0,5.4,2.6,-2.4,-5.5,5.2
BAP1 block,105.4,.,103.6,.,.,101.4

(61) Cc1ccnc(NC(=O)CCC(=O)N(CC(=O)NC2CCCCC2)CC2CCCO2)c1 (stereo not drawn)
(62) Cc1ccccc1C(=O)Nc1cccc(NC(=O)Cn2cnc3c(=O)n(C)c(=O)n(C)c32)c1
(63) O=C(CCc1nc2ccccc2c(=O)[nH]1)OCC(=O)N1CCN(S(=O)(=O)c2ccccc2)CC1
(64) COc1ccc(OC)c(/C=N/NC(=O)c2cc[n+](CC(=O)c3ccccc3)cc2)c1
(65) O=C(c1ccco1)N1CCN(C(=O)c2cccn3c(=O)c4c5c(sc4nc23)CCCC5)CC1
(66) O=C1/C(=C/c2ccc([N+](=O)[O-])cc2)NC(=S)N1c1ccccc1
entry no.,61,62,63,64,65,66
HePTP inhibitor,3.1,6.7,23.7,7.4,-7.4,9.6
BAP1 block,122.9,129.7,103.3,.,96.8,.

Some values from above:
HePTP inhibitor result of COc1ccc(OC)c(/C=N/NC(=O)c2cc[n+](CC(=O)c3ccccc3)cc2)c1 → 7.4
HePTP inhibitor result of O=C(CCc1nc2ccccc2c(=O)[nH]1)OCC(=O)N1CCN(S(=O)(=O)c2ccccc2)CC1 → 23.7
HePTP inhibitor result of O=C1/C(=C/c2ccc([N+](=O)[O-])cc2)NC(=S)N1c1ccccc1 → 9.6

More entries
(67) Nc1c(C(=O)NC2CCCCC2)c2nc3ccccc3nc2n1/N=C/c1ccco1
(68) CC1(C)CC(=O)C2(CC3=C(CC(C)(C)CC3=O)O2)C(=O)C1
(69) COc1ccc(-c2ccc(S(=O)(=O)N3CCOCC3)cc2)cc1
(70) NC(Cc1cccc2nsnc12)C(=O)O (stereo not drawn)
(71) O=C(Nc1cccc(C(F)(F)F)c1)c1ccco1
(72) Cc1cc(C)n(-c2ncnc3sc4c(c23)CC(C)CC4)n1 (stereo not drawn)
entry no.,67,68,69,70,71,72
HePTP inhibitor,6.0,6.3,5.9,6.2,9.3,9.6
BAP1 block,51.8,99.0,.,103.6,82.2,86.1

(73) COc1ccc(C(=O)Nc2nc(-c3ccccc3)c(-c3ccccc3)s2)cc1[N+](=O)[O-]
(74) O=C1C2CC=C(Cl)CC2C(=O)N1CNc1ccccc1-c1ccccc1 (stereo not drawn)
(75) COc1ccc(/C(N)=N/OC(=O)c2ccccc2Cl)cc1
(76) C=CCn1c(=O)[nH]c2sc3c(c2c1=O)CC(C)(C)OC3
(77) NC(=O)C1=CC2([N+](=O)[O-])CN(Cc3ccccc3)CC([N+](=O)[O-])(C1)C2 (stereo not drawn)
(78) O=S(=O)(c1ccc2nc(Cc3cccc(C(F)(F)F)c3)[nH]c2c1)N1CCOCC1
entry no.,73,74,75,76,77,78
HePTP inhibitor,3.2,2.5,1.2,3.8,-2.1,9.8
BAP1 block,.,.,.,.,.,98.7

(79) O=C(NCc1ccncc1)c1ccc(Br)cc1
(80) O=c1n(Cc2ccc(Cl)cc2)c2sc3c(c2c2ncnn12)CCCC3
(81) CC1CCC(N2CCN(Cc3cccc(Br)c3)CC2)CC1 (stereo not drawn)
(82) Cc1cc(C(=O)N2CCN(C/C=C/c3ccccc3)CC2)no1
(83) CCN(CC)c1ccc(N=Cc2ccc(Cl)cc2Cl)cc1
(84) Clc1ccc(C2C=C(c3ccccc3)Nc3ncnn32)cc1 (stereo not drawn)
entry no.,79,80,81,82,83,84
HePTP inhibitor,1.2,2.9,3.8,7.5,-6.7,10.5
BAP1 block,97.7,71.8,.,100.7,.,.

(85) O=C(NCc1n[nH]c(=S)n1-c1ccccc1)c1ccc(S(=O)(=O)N2CCOCC2)cc1
(86) Cn1c2ccccc2c2ncn(CCN3CCOCC3)c(=O)c21
(87) CC(=O)Nc1nonc1-c1nc2ccccc2n1CCC(C)C
(88) O=C(Cn1cnc2ccccc2c1=O)OCCCCN1C(=O)c2ccccc2C1=O
(89) N#CC1=C(N)Oc2cc(O)c(C=Nc3ccccc3I)cc2C1c1ccccc1 (stereo not drawn)
(90) COC(=O)c1c(N)sc2c1CCC(C)C2 (stereo not drawn)
entry no.,85,86,87,88,89,90
HePTP inhibitor,-4.3,-4.4,3.5,12.2,-11.6,2.1
BAP1 block,97.4,123.3,104.0,141.7,.,.

(91) O=C(C1CCCN(S(=O)(=O)Cc2ccccc2)C1)N1CCCCC1 (stereo not drawn)
(92) COc1ccccc1N/N=C(/C#N)C(=N)N1CCCCC1
(93) N#Cc1cccc2cnccc12
(94) CCc1ccccc1N(CC(=O)NCCSCc1ccco1)S(C)(=O)=O
(95) Cc1cc2c(cc1C)NC(c1c(C)n(C)n(-c3ccccc3)c1=O)C1=C(CC(C)(C)CC1=O)N2 (stereo not drawn)
(96) O=C(OCn1nnc2ccccc2c1=O)C1CCCCC1
(97) COc1cc(=O)n2c(-c3ccccc3)csc2n1
(98) N#CCCN1CCN(C(=S)c2ccc(-c3cccc(Cl)c3)o2)CC1
entry no.,91,92,93,94,95,96,97,98
HePTP inhibitor,6.5,-8.4,2.8,5.7,.,5.0,2.0,-3.6
BAP1 block,95.3,.,86.2,110.5,84.0,118.2,76.3,80.3

Screening results: PubChem BioAssay, several laboratories
